Compound activity (PubChem BioAssay)
AMA1 RON2 block: qHTS for Inhibitors of AMA1-RON; Towards Development of Antimalarial Drug Lead: Primary Screen; AlphaScreen AMA1-biotinylated RON2 peptide binding; AID 720542, 2013; Potency, µM (series often up to 58.2 µM), inactives show top-dose activity change, negative = inhibition, usual class: inhibitors; 360,000 tested, 0.2% active;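 note: potency is the fitted concentration of half-maximal effect; 0% = vehicle wells and -100% = peptide control; nearly all actives have a fitted effect of over 45% in size; some results filed as inactive show a strong effect at the top dose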
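AMA1 (3D7) with his tag at 25 nM final met compounds first, then biotinylated RON2 peptide at 25 nM; detection used donor plus acceptor beads, 10 µg/mL apiece, read by AlphaScreen after 30 min at room temperature.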
Sm TGR inh: qHTS Assay for the Inhibitors of Schistosoma Mansoni Peroxiredoxins | Schistosoma mansoni thioredoxin glutathione reductase (TGR), Q962Y6 | purified TGR, DTNB reduction, TNB absorbance 405 nm | Potency, µM (doses to about 114 µM), for inactives: at the highest dose activity change, negative = inhibition, hits mostly inhibitors | 360,000 tested, 3% active | AID 485364, 2010; note: potency is the fitted concentration of half-maximal effect; nearly all actives have a fitted effect of over 60% in size
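Kinetic colorimetric format: TGR-catalysed, NADPH-driven DTNB reduction monitored via TNB absorbance. Enzyme dispensed at 20 nM; compound exposure 15 min at room temperature before reaction start.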
AmpC inh detg: qHTS Inhibitors of AmpC Beta-Lactamase (assay with detergent) | P00811 | AmpC hydrolysis of nitrocefin, absorbance 480 nm, 0.01% Triton | Potency, µM (doses to about 114 µM), without a hit: at the top dose activity change, negative = inhibition, most hits filed as inhibitors | 370,000 tested, 0.041% active;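 note: potency is the fitted concentration of half-maximal effect; 0% = no-compound wells and -100% = no-enzyme wells; nearly all actives have a fitted effect of over 25% in size; some results filed as inactive show a strong effect at the top dose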
Target sequence (P00811 whole entry, looked up): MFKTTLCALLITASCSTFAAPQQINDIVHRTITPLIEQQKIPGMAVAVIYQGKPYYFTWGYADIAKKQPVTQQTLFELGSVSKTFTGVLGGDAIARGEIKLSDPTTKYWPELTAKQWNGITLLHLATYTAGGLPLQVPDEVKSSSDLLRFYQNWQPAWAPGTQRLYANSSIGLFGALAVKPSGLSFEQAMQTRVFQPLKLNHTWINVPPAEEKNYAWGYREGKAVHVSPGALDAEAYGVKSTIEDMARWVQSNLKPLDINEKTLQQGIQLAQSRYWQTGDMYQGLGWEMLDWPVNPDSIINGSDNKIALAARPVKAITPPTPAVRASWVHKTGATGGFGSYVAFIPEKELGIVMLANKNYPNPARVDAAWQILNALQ
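AmpC (5.3 nM in the dispensed reagent) in 20 mM phosphate pH 7.0 with 0.01% (detergent screen) or 0.0001% Triton X-100 was preincubated with compounds for 15 min at room temperature. Nitrocefin was then added from an 800 uM solution, and hydrolysis was followed at 480 nm.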
TbPYK inhibitor: qHTS of Trypanosoma Brucei Inhibitors | pyruvate kinase (Trypanosoma brucei), Q57TT1 | TbPYK enzyme, Kinase-Glo Plus ATP luminescence, 45 min | Potency, µM (series often up to 76.8 µM), for the others: at the highest dose activity, negative = inhibition, actives largely listed as inhibitors | 410,000 tested, 0.12% active; note: potency is the fitted concentration of half-maximal effect; nearly all actives have a fitted effect of over 50% in size
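Luminescent Kinase-Glo Plus end-point after 45 min room-temperature reaction of T. brucei pyruvate kinase started with 130 uM ADP (final). Buffer TEA 50 mM pH 7.2 with KCl, MgCl2, BSA, Tween-20; titration-based qHTS with fitted concentration-effect curves.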
LmPK inhibitor: qHTS Assay for Inhibitors of Leishmania Mexicana Pyruvate Kinase (LmPK); 290,000 tested, 0.37% active; purified LmPK, Kinase-Glo ATP luminescence, 1 h; Potency, µM (series often up to 57.5 µM), for the others: at the top dose activity change, negative = inhibition, hits mostly inhibitors; note: potency is the fitted concentration of half-maximal effect
Target sequence (Q27686 whole entry, looked up): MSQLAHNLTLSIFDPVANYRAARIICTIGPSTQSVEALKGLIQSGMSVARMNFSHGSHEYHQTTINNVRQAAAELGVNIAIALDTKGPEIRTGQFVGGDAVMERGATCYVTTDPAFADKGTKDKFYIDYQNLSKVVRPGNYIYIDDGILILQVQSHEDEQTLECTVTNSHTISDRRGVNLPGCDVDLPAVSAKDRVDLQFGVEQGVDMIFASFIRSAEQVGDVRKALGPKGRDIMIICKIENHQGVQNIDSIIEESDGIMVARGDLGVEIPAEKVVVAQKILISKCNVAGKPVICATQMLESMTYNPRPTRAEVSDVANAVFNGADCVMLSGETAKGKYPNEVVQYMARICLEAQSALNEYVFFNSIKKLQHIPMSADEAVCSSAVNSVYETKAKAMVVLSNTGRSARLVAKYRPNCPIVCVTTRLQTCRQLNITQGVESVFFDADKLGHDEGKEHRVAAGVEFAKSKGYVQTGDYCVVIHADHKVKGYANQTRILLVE
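0.1 nM LmPK, 0.5 mM PEP, 0.1 mM ADP; 50 mM imidazole pH 7.2, 7 mM MgCl2, 50 mM KCl; 1 h RT. Kinase-Glo luminescence readout, normalized to no-enzyme (full inhibition) and uninhibited wells.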
AmpC no deterg: qHTS Inhibitors of AmpC Beta-Lactamase (assay without detergent); AmpC nitrocefin hydrolysis, absorbance 480 nm, 0.0001% Triton; Potency, µM (top dose mostly 57.1 µM), inactives show top-dose activity change, negative = inhibition, actives largely listed as inhibitors; 330,000 tested, 0.52% active; AID 485341, 2010;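 note: potency is the fitted concentration of half-maximal effect; plate controls were no compound for no effect and no enzyme for full effect; nearly all actives have a fitted effect of over 20% in size; some results filed as inactive show a strong effect at the top dose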
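AmpC (5.3 nM in the dispensed reagent) in 20 mM phosphate pH 7.0 with 0.01% (detergent screen) or 0.0001% Triton X-100 was preincubated with compounds for 15 min at room temperature. Nitrocefin was then added from an 800 uM solution, and hydrolysis was followed at 480 nm.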
HCMV antiviral: qHTS Assay for inhibitors of the human cytomegalovirus (HCMV). activity change, negative = inhibition, % at 57.5 µM. HFF cells, HCMV-luciferase reporter, 72 h; hits give low values. 410,000 tested, 4.5% active; in the data active = activity change below about -60%; inconclusive = no clear call, values can overlap the other calls; inactive = above about -39%
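Luciferase read-out from HCMV-luciferase-infected HFFs (MOI 1 PFU/cell) 72 h post infection at 37C; compounds added after 16 h cell attachment; activity normalized between buffer-only basal and Salinomycin (10uM) inhibitor controls.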
The depositor's hits bear a star; u = inconclusive; x = no result given; & = joins results of further samples; [ ] = remark or other dose. Unless noted, calls come from the whole dose curve; as a rule, active = well fitted curve in the direction sought with a large enough effect; inconclusive = small, poorly fitted or top-dose-only effect, or another doubt; inactive = no such curve, though single readings can be large; an effect the other way counts as inactive or inconclusive. Unless noted, % is set by controls: 0 for no effect and ±100 for the full control effect.

SMILES	AMA1 RON2 block	Sm TGR inh	AmpC inh detg	TbPYK inhibitor	LmPK inhibitor	AmpC no deterg	HCMV antiviral
O=C(C1CCCO1)N1CCN(C(=S)Nc2ccc(Cl)cc2)CC1 (stereo not drawn)	6%	3%	-4%	-14%	-1%	-14%	-12
Cc1nc2nc(SCc3ccc(F)cc3Cl)nn2c(C)c1Cc1ccccc1	x	10%	0%	2%	x	x	-7
COc1ccc(C2/C(=C(/O)c3cnn(-c4ccccc4)c3C)C(=O)C(=O)N2CCN(C)C)cc1OC (stereo not drawn)	-7%	x	x	3%	x	x	1
CC(=O)n1nc(-c2ccccc2)nc1NCc1ccc(F)cc1	0%	-15%	-5%	0%	-10%	-21%	31
CCOc1ccccc1NC(=O)C1CCCN(S(=O)(=O)c2ccc3c(c2)C(C)(C)C(=O)N3C)C1 (stereo not drawn)	-6%	-21%	u	-10%	-1%	172%[activator]	1
O=C(Nc1ccc(Cl)c(Cl)c1)c1ccco1	-2%	4%	-9%	-4%	3%	-14%	23
O=C(CCc1ccccc1)Nc1ccccc1[N+](=O)[O-]	-2%	-5%	4%	0%	-13%	-21%	-17
C#CC[N+](C)(C)CC#Cc1ccc(Cl)cc1	-1%	40µM*	u	-14%	-2%	-2%	-94*
COc1ccc(CN(C(=O)c2ccc(-c3ccccc3)[nH]2)C(C(=O)NCC2CCCO2)c2ccc(C)o2)cc1 (stereo not drawn)	u	-22%	u	-1%	-1%	112%[activator]	0
COc1ccc(OCc2cc(C(=O)NCCCc3ccccc3)no2)c(Cl)c1	32%	-26%	-14%	-1%	-1%	-33%	-10
COc1cc(Cl)c(C)cc1NC(=O)c1cnc(N2CCOCC2)c2ccccc12	x	-2%	-7%	2%	x	x	-4
COc1ccc(N2CCN(C3CCN(S(=O)(=O)c4ccc(F)cc4)CC3)CC2)cc1	16%	2%	u	0%	0%	-8%	0
CCN(CC)CCN(C(=O)c1ccc(S(=O)(=O)N(CC)c2ccccc2)cc1)c1nc2c(OC)ccc(OC)c2s1	-11%	-10%	1%	5%	-2%	-13%	-11
CCOC(=O)[C@H]1[C@H]2COc3cc(OC)ccc3[C@@H]2N2C(=O)c3cc(OC)c(OC)cc3NC(=O)[C@@]12C	1%	-5%	-11%	11%	x	118%[activator]	34
CCOC(=O)C(NC(C)=O)C(=O)Nc1ccc(C)cc1C (stereo not drawn)	-6%	x	2%	3%	1%	-9%	-24
Cc1ccc(OCC(=O)NNC(=O)C2CCN(c3nccc(C)n3)CC2)cc1	27%	6%	-10%	-10%	-2%	-1%	16
COc1ccc(-c2nnc(Nc3ccc(S(=O)(=O)Nc4nccs4)cc3)c3ccccc23)cc1	-19%	7%	u	6%	1%	-35%	-38
COc1ccc(OCC(=O)OCC(=O)Nc2ccc(S(=O)(=O)N3CCCCC3)cc2)cc1	-1%	9%	-2%	-1%	9%	-34%	-31
CC1CC(C)CN(C(=O)Cn2c(SCC(=O)N3CCc4ccccc4C3)nc3ccccc32)C1 (stereo not drawn)	-6%	0%	-5%	1%	-3%	0%	-33
CN1CCC[C@@H]1CCO[C@](C)(c1ccccc1)c1ccc(Cl)cc1	-1%	x	x	-10%&2%	x	x	-62*
CC(=O)Nc1nonc1-c1nnc(SCC(=O)Nc2cccc(F)c2)n1-c1ccccc1	x	0%	1%	-1%	x	x	-15
Cc1cc(CSc2ccccc2)ccc1NC(=O)COc1ccccc1	3%	-1%	8%	-6%	0%	-30%	-35
O=C(Nc1cccc(C(F)(F)F)c1)Nc1cccs1	x	-23%	-4%	-7%	x	x	-80*
COc1ccc2c(c1)C(C)=CC(C)(C)N2C(=O)CN1C(=O)CCC1=O	1%	-14%	u	0%	0%	-6%	-23

Given as labelled records: entries from further up.
O=C(Nc1cccc(C(F)(F)F)c1)Nc1cccs1
  AMA1 RON2 block: x
  Sm TGR inh: -23%
  AmpC inh detg: -4%
  TbPYK inhibitor: -7%
  LmPK inhibitor: x
  AmpC no deterg: x
  HCMV antiviral: -80*

COc1ccc2c(c1)C(C)=CC(C)(C)N2C(=O)CN1C(=O)CCC1=O
  AMA1 RON2 block: 1%
  Sm TGR inh: -14%
  AmpC inh detg: u
  TbPYK inhibitor: 0%
  LmPK inhibitor: 0%
  AmpC no deterg: -6%
  HCMV antiviral: -23

Next records:
SMILES	AMA1 RON2 block	Sm TGR inh	AmpC inh detg	TbPYK inhibitor	LmPK inhibitor	AmpC no deterg	HCMV antiviral
Cc1cc(NC(=O)c2cc3ccccc3oc2=O)no1	-2%	-17%	-15%	0%	-14%	-5%	32
COc1ccccc1C(=O)Nc1ccc2nc(N3CCC(C)CC3)cc(C)c2c1	x	4%	12%	-2%	x	x	u
COC(=O)[C@H](Cc1ccccc1)NC(=O)O[C@@H]1C(=O)c2cc(OC)ccc2O[C@H]1c1ccc(OC)c(Br)c1	x	-13%	u	x	2%	u	x
Cc1ccc(C2=NN(S(=O)(=O)c3ccccc3)C(c3ccccc3O)C2)cc1 (stereo not drawn)	-9%	0%	8%	-1%	-3%	-56%	u
CCCCNC(=O)C1C2C=CC3(CN(Cc4ccc(C)cc4)C(=O)C13)O2 (stereo not drawn)	1%	-2%	0%	3%	-3%	4%	2
c1ccc(-c2noc(CSc3nnc(Cc4cccs4)n3-c3ccccc3)n2)cc1	-15%	2%	-1%	3%	7%	-11%	u
CC(=O)Nc1ccc(NC(=O)Cn2c(=O)n(-c3ccccc3)c(=O)c3oc4ccccc4c32)cc1	-12%	0%	7%	2%	12%	-4%	0
C/C(CC(=O)Nc1ccc(Cl)cc1C(F)(F)F)=N\NC(=O)c1ccccn1	37%[activator]	-8%	1%	-1%	2%	85%[activator]	-6
CC(C)c1ccc(NC(=O)C2(C)Cc3c(-c4ccc(N(C)C)cc4)ccnc3O2)cc1 (stereo not drawn)	-19%	x	x	-1%	x	x	-21
CCC(C)(C)NC(=O)CN(CCc1cccc(C)c1)C(=O)c1csnn1	-7%	x	3%	-6%	0%	20%	-11
COc1cc2c(cc1OC)NC(=O)C2	4%	x	x	-7%	x	x	6
COc1ccc(Cl)cc1C(=O)O/N=C(\N)c1ccccn1	63%[activator]	-17%	-14%	0%	0%	-6%	143
CNC(=O)O/N=C(\N)Cc1csc2ccc(Cl)cc12	-10%	-2%	-2%	-1%	2%	3%	99
Cc1ccc(Cc2c(C)nc3nc(SCC(=O)NC(C)c4ccccc4)nn3c2C)cc1 (stereo not drawn)	x	-2%	-6%	7%	x	x	-1
C/C(=N\Nc1ccc([N+](=O)[O-])cc1)c1ccc(-n2nncc2C)cc1	1%[11.6 µM]	-5%	u	-20%	0%	-27%	-66*
CCC(C)N1CCCCC1C(=O)Nc1c(C)cc(C)cc1C (stereo not drawn)	14%	-13%	u	-4%	-9%	-10%	1
CC(=O)/C(N=Nc1nc2c([nH]1)c(=O)n(C)c(=O)n2C)=C(\C)O	10%	22%	2%	0%	-1%	74%[activator]	27
Cc1ccc(CCN=c2c([N+](=O)[O-])nn(-c3ccccc3)n2O)cc1	-27%	x	5%	2%	-1%	-1%	62
Cc1cnc(C)c(Nc2nc(C(N)c3ccccc3)cs2)n1 (stereo not drawn)	15%	x	x	-7%	x	x	6
CCOC(=O)c1c(C)c(C(=O)NCc2ccccc2OC)c(C)n1C	-5%	11%	-8%	-19%	0%	15%	16
Cc1ccc(NC(=O)CCN2CCN(CCO)CC2)cc1Br	0%	-1%	1%	-2%	1%	4%	3
O=C(Nc1ccccc1)N1CCc2ccccc2C1	-12%	-2%	-10%	1%	-19%	-29%	111
CC(C)CC(=NNC(=O)c1ccncc1)c1cc(Cl)ccc1O	67%[activator]	x	x	-7%	x	x	-97*
CCCCNC(=O)c1ccc2c(=O)n(-c3ccccc3)c(=O)[nH]c2c1	x	7%	5%	-1%	x	x	-3

Of the compounds above, 2 have bromine:
SMILES	AMA1 RON2 block	Sm TGR inh	AmpC inh detg	TbPYK inhibitor	LmPK inhibitor	AmpC no deterg	HCMV antiviral
COC(=O)[C@H](Cc1ccccc1)NC(=O)O[C@@H]1C(=O)c2cc(OC)ccc2O[C@H]1c1ccc(OC)c(Br)c1	x	-13%	u	x	2%	u	x
Cc1ccc(NC(=O)CCN2CCN(CCO)CC2)cc1Br	0%	-1%	1%	-2%	1%	4%	3

(cont.)
SMILES	AMA1 RON2 block	Sm TGR inh	AmpC inh detg	TbPYK inhibitor	LmPK inhibitor	AmpC no deterg	HCMV antiviral
Cn1c(=O)oc2cc(S(=O)(=O)N3CCC(C(=O)N4CCN(c5cccc(Cl)c5)CC4)CC3)ccc21	x	-8%	-6%	2%	x	x	-11
COc1ccc(Cn2c(CCC(=O)NCc3ccco3)nc3cccnc32)cc1	-3%	u	u	-14%	0%	3%	-9
Cc1cccc(NC(=O)c2cccc(N3C(=O)C4C5CCC(C5)C4C3=O)c2)c1C (stereo not drawn)	-10%	14%	-10%	6%	4%	-16%	2
COc1cccc(CNc2ccc(F)c([N+](=O)[O-])c2)c1O	-19%	2%	-9%	1%	3%	-15%	u
COc1ccc(NC(=O)CSc2nc3c(cc2C#N)CN(C)CC3)cc1	-14%	79µM*	1%	5%	1%	x	-14
COc1ccc(CC(=O)Nc2nnc3n2CCS3)cc1	x	0%	2%	-9%	x	x	2
O=C(NNC(=O)c1ccncc1)Nc1cccc(C(F)(F)F)c1	114%[activator]	-5%	-19%	13%	-8%	-7%	-25
O=C(O)Cn1ccc2cc(S(=O)(=O)N3CCCCC3)ccc21	0%	x	x	-11%	x	x	11
CC(Sc1ccsc1[N+](=O)[O-])C(=O)NCCc1ccc(Cl)cc1 (stereo not drawn)	1%	0%	-14%	-6%	-1%	-24%	-32
COc1ccc(-c2ccnc3c(C#N)cnn23)cc1	-20%	x	3%	1%	2%	-11%	-38
Cc1ccc(S(=O)(=O)N(C)C)cc1NC(=O)COC(=O)c1ccc2c(c1)OCO2	-4%	2%	u	-6%	-3%	-28%	u
Cn1c(=O)c2c(nc(SCc3ccc(F)cc3)n2C)n(C)c1=O	-7%	-25%	u	-2%	4%	-18%	-23
CN(Cc1ccccc1)C(=O)CCS(=O)(=O)c1ccc2c(c1)n(C)c(=O)c(=O)n2C	-7%	22µM*	u	-3%	0%	0.5µM*	15
Cc1csc(=O)n1CC(=O)OC(C)C(=O)Nc1ccc(N(C)C)cc1 (stereo not drawn)	u	x	x	-15%	x	x	20

Compounds were not picked by outcome. Share with any hit: about 7.4%.
